Compound activity deposited in PubChem by The Scripps Research Institute Molecular Screening Center.
PLC-gamma1 inh – PLC-gamma1 (human) inhibition, primary screen | purified PLC-gamma1, fluorogenic substrate, fluorescence | P19174 | inhibition, % at 12.2 µM | 0.84% of 370,000 active; in the data active means inhibition above about 9.5%
ASAP1 inh – inhibitors of human ASAP1 ArfGAP activity; inhibition, % at 16.5 µM; ASAP1-stimulated ARF1 GTP hydrolysis, GDP FP detection; 0.19% of 360,000 active; AID 624377; in the data active means inhibition above about 25%;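 further: 0% = vehicle with enzyme and substrate and 100% = no enzyme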
DDE Tn6 FP inh – inhibitors of Tn6 peptide binding to human fibrin DD(E); P02675; Fibrin DD(E) TRITC-Tn6 fluorescence polarization displacement; inhibition, % at 8.3 µM; 0.21% of 370,000 active; AID 720509;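 active means inhibition above a per-campaign cutoff: mean of compounds within control limits plus 3 SD, cut at about 15% in these data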;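 further: 0% = median of all compound wells on the plate and 100% = blocking peptide control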
Target sequence (P02675 whole entry, looked up): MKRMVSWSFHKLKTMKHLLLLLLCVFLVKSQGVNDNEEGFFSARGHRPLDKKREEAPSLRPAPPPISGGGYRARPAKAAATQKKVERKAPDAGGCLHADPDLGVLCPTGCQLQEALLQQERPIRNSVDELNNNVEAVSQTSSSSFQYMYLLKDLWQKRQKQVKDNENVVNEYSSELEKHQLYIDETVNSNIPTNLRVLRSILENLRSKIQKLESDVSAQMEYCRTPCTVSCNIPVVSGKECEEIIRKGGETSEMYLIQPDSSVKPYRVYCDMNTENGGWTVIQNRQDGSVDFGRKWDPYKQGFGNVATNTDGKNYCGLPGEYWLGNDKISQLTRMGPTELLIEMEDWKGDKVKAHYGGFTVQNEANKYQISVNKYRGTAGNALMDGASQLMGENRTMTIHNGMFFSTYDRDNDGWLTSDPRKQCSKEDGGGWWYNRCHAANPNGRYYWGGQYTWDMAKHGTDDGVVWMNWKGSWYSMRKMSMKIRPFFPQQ
ADAM17 inh – inhibitors of human ADAM17 | recombinant ADAM17, EDANS/DABCYL FRET peptide cleavage | 0.83% of 370,000 active | inhibition, % at 6.95 µM;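 active means inhibition above the mean of compounds lying between control limits plus 3 SD, set per campaign, cut at about 8.5% in these data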;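 further: 0% = DMSO-only wells as the low control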
KLK7 zymogen act – activates the human kallikrein-7 zymogen | activation, % at 7 µM | purified proKLK7, EDANS-DABCYL substrate fluorescence; 100% is mature enzyme control, 0% vehicle | P49862 | 0.9% of 370,000 active | AID 652039;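 active means activation above the mean of all tested compounds plus 3 SD, computed per campaign excluding outliers beyond control limits, cut at about 13% in these data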
Tn7 DDE FP – DD(E)-Tn7 binding inhibition, primary FP screen. P02675. FP displacement of FITC-Tn7 peptide from fibrin DD(E); 0% = median of compound wells per plate. inhibition, % at 8.3 µM. 0.13% of 370,000 active. AID 720508;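 active means inhibition above the mean of compounds falling within the control limits plus 3 SD of them, cut at about 14% in these data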;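 further: 0% = plate median of compound wells and 100% = 10 µM Aha-Tn7 peptide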
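System: human fibrin DD(E); quantity: Fibrin-DD(E) at 2 µM final; also added: fluorescent Tn7 probe at 0.1 µM; compound dosing: single nominal test concentration of 8.3 µM per compound; schedule: 10 min preincubation, 3 h with tracer, room temperature; detection: fluorescence polarization of the labelled Tn7 tracer; repeats: one replicate per compound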
PLCb3 inh – blocks human PLC-beta3 enzyme activity | Purified PLC-beta3, fluorogenic substrate, fluorescence | inhibition, % at 12.2 µM | 0.18% of 370,000 active | AID 720704; in the data active means inhibition above about 11%;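 further: 0% = median of compound wells on plate and 100% = full blocker control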
MBD2 DNA inh – MBD2-methylated oligo binding inhibition; TR-FRET, MBD2 binding to methylated oligonucleotide; inhibition, % at 4.4 µM; 0.31% of 370,000 active; in the data active means inhibition above about 13%
Target sequence (Q9UBB5 whole entry, looked up): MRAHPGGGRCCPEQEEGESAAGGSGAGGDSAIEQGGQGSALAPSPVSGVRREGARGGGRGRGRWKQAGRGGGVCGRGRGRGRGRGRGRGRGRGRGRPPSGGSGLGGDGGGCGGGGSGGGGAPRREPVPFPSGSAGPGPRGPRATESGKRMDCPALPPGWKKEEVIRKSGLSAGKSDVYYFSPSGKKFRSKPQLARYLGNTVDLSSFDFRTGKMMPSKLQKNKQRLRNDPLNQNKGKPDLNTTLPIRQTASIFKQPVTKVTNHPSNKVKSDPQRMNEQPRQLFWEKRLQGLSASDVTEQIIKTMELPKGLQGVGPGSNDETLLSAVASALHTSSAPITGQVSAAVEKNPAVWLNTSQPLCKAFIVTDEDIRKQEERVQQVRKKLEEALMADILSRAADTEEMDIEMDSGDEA
UHRF1 MBD2 ctr – blocks human UHRF1 binding to methylated DNA; Q96T88; UHRF1 binding to methylated oligo, TR-FRET; inhibition, % at 4.4 µM; 0.75% of 370,000 active; AID 687016; in the data active means inhibition above about 21%;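 further: UHRF1 SRA domain binding a hemimethylated CpG hairpin DNA probe; 0% = median of test compound wells and 100% = reference inhibitor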
ARFGAP1 inh – rat ARFGAP1 inhibition; inhibition, % at 16.5 µM; Q62848; AID 651572; Arfgap1-stimulated ARF1 GTP hydrolysis, GDP FP detection; 0.26% of 360,000 active;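 active means inhibition above a per-plate limit, mean inhibition of low control wells plus 3 SD, cut at about 25% in these data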;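 further: 0% = DMSO wells with enzyme and 100% = wells lacking Arfgap1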
Target sequence (Q62848 1-136 limits assumed): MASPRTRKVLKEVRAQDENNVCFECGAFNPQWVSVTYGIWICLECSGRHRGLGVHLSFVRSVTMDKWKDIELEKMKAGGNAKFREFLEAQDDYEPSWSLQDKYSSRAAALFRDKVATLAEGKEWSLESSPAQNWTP
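Assay system: purified rat His6-Arfgap1 residues 1-136 (GAP domain); Reagent: human Δ17 ARF1 bound to GTP; Dosing: 16.5 µM single point, 1.26% DMSO; Times: GTP hydrolysis reaction 2 h at 25 °C; Signal: FP, GDP Alexa 633 tracer displaced from anti-GDP antibody, 620/688 nm; Measure: % inhibition from polarization.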
* hit, by the source's call.

PLC-gamma1 inh | ASAP1 inh | DDE Tn6 FP inh | ADAM17 inh | KLK7 zymogen act | Tn7 DDE FP | PLCb3 inh | MBD2 DNA inh | UHRF1 MBD2 ctr | ARFGAP1 inh | SMILES
0 | 1 | 1 | -5 | 0.6 | -1 | -4 | 0 | -2 | 3 | OCc1ncccc1O
-2 | -12 | -7 | -4 | -0.3 | 3 | -1 | -8 | -1 | -1 | COc1ccc(NC(=O)c2cc(Cl)ccc2Cl)c([N+](=O)[O-])c1
-1 | -2 | -5 | 0 | 0.0 | 6 | -4 | -2 | 1 | -2 | O=C(CC(NC(=O)OCc1ccccc1)C(=O)OCc1ccccc1)OCc1ccccc1 (stereo unspecified)
2 | -7 | -10 | 1 | 0.5 | 2 | 1 | 2 | 1 | 0 | Cc1cc(=O)[nH]c(SCC(=O)c2ccc(C(C)C)cc2)n1
-90 | -5 | -5 | -4 | 2.4 | 2 | -110 | -6 | 2 | 14 | Cc1c2ccccc2c(C)c2c1ccc1ccccc12
0 | 9 | 3 | 2 | 0.1 | -1 | -2 | 4 | 1 | -6 | C/C(N)=C(/C#N)C(=O)CSc1nc2ccccc2c(=O)n1CCCOC(C)C
3 | -16 | -3 | -3 | -0.1 | 3 | -4 | 0 | 4 | 6 | Nc1nnc(CCS(=O)(=O)c2ccc(Br)cc2)s1
5 | 0 | -2 | 0 | -0.7 | 10 | 7 | 1 | -2 | -8 | Cn1c(=S)[nH]c(=O)c2ncc(=O)[nH]c21
-111 | -6 | 12 | -8 | -7.7 | 8 | -141 | -2 | -5 | 7 | COc1ccc(C2Nc3ccccc3NC3=C2C(=O)CC(C)(C)C3)cc1 (stereo unspecified)
-1 | 0 | 0 | -2 | 0.3 | 3 | -2 | 0 | -2 | 5 | COc1ccc(NC(=S)N2CCN(S(=O)(=O)c3ccc(OC)cc3)CC2)cc1
-45 | -2 | 2 | -1 | 0.9 | -9 | -63 | 6 | 0 | -2 | CNC(=O)c1c(NC(=O)c2ccc(N3C(=O)CCC3=O)cc2)sc2c1CCC(C)C2 (stereo unspecified)
-1 | 1 | 1 | 0 | -0.4 | -1 | 4 | 6 | 1 | -1 | O=C(CCCCCCCC(=O)NNC(=O)Nc1ccccc1)NNC(=O)Nc1ccccc1
1 | 8 | -4 | -5 | -0.2 | 6 | -2 | 0 | -1 | -2 | O=C(c1ccc2c(c1)OCO2)N1CCOCC1
2 | 6 | 7 | -3 | 0.0 | 0 | -7 | 4 | -2 | 9 | COC(=O)c1cc(S(=O)(=O)N2CCCCC2)c[nH]1
-1 | -3 | -2 | -1 | -0.4 | 4 | -4 | -2 | 1 | -6 | O=C(CNC(=O)c1ccco1)NCC(=O)OCc1c(F)cccc1Cl
0 | 6 | 2 | -7 | -0.4 | 3 | -7 | 2 | 2 | 1 | O=C(CN=C1NS(=O)(=O)c2ccccc21)OCC(=O)c1ccccc1
7 | 1 | -3 | 4 | -0.5 | 3 | 8 | -5 | 4 | -7 | CC1(C)SCC2C(=O)N3C(CSC3(C)C)C(=O)N21 (stereo unspecified)
-2 | 1 | 6 | -4 | -0.3 | 1 | 0 | 3 | -3 | -5 | CC1(C)CC(=O)C=C(NCc2ccccc2)C1
2 | -3 | -1 | -4 | -0.4 | -4 | -2 | -1 | 2 | -14 | OCCCN1CCN(CCCOc2ccccc2-c2ccccc2)CC1
3 | 5 | 2 | -3 | -0.7 | 2 | 2 | 0 | -1 | -9 | Cc1ccc(/C=N/N2C(=S)SC(C)(C)C2N(O)C(=O)Nc2ccc([N+](=O)[O-])cc2)cc1 (stereo unspecified)
-296 | 8 | 4 | -77 | 211* | -5 | -370 | 0 | -5 | 4 | O=C(Nc1ccc2c(c1)[nH]c(=O)c1ccccc12)C(F)(F)F
-9 | -7 | 5 | -6 | -0.1 | 3 | -24 | 0 | -4 | 0 | CCOC(=O)c1c(C)[nH]c(C2=NNC(=NC(C)COC)SC2)c1C (stereo unspecified)
-1 | -8 | -2 | -3 | 0.2 | -6 | -5 | -2 | -3 | 8 | COc1cc(/C=C/C(=O)O)cc(S(=O)(=O)Nc2ccc3c(c2)OCO3)c1OC
2 | 22 | -2 | -8 | -0.1 | -7 | -1 | 11 | 16 | 11 | COc1ccc2c(c1)CCc1c(C(=O)NC3CCCCC3)noc1-2
2 | -12 | -3 | -1 | 0.2 | 0 | -1 | 2 | -1 | 3 | O=C(NC1=NCCS1)c1ccc(Cl)s1
-3 | 0 | 6 | -5 | 0.1 | -4 | -2 | 7 | 3 | -2 | Cc1nc(CN2CCN(C(=O)NC3(c4ccccc4)CC3)CC2)cs1
4 | -3 | -3 | -2 | 0.0 | -5 | 5 | 1 | 2 | 11 | COc1ccc(C(=O)Nc2nc(N)n(-c3ccccc3)n2)cc1
0 | 6 | 1 | 0 | -0.3 | 1 | 2 | -4 | 0 | -6 | COC(=O)CN1CCN(C(=O)c2ccc(F)cc2)c2ccccc2C1
-1 | 8 | -4 | -5 | 0.3 | 7 | 1 | 7 | 6 | 7 | O=C(NC(=S)Nc1ccc(F)cc1)c1ccc2c(c1)OCCO2
-2 | 15 | 1 | -5 | 0.6 | 1 | 4 | 6 | 2 | -4 | O=c1[nH]cnc2c1ncn2[C@@H]1O[C@H](CO)[C@@H](O)[C@H]1O

Going on with the list.
PLC-gamma1 inh | ASAP1 inh | DDE Tn6 FP inh | ADAM17 inh | KLK7 zymogen act | Tn7 DDE FP | PLCb3 inh | MBD2 DNA inh | UHRF1 MBD2 ctr | ARFGAP1 inh | SMILES
-1 | -9 | -7 | -1 | 0.3 | 4 | -2 | 3 | 14 | -2 | COCCN(C(=O)COC(=O)CCCc1c[nH]c2ccccc12)c1c(N)n(Cc2ccccc2)c(=O)[nH]c1=O
-14 | -2 | 13 | -5 | 0.1 | 0 | -17 | -2 | -3 | -1 | COC(=O)C1=C(C)N(Cc2ccccc2)C(=NCc2cc(OC)c(OC)c(OC)c2)N[C@H]1CCc1ccccc1
-1 | -5 | -3 | 0 | 0.2 | -5 | 3 | -3 | -2 | 4 | O=C(Oc1ccccc1Cl)c1ccccc1P(=O)(O)O
-6 | -3 | -4 | -6 | -0.2 | -5 | -13 | 1 | 4 | 8 | COc1cccc(CN2CCNC(=O)C2CC(=O)NC2CCCC2)c1OC (stereo unspecified)
1 | 0 | -7 | 2 | 0.8 | -1 | 0 | -2 | -1 | -1 | COc1ccc(NC(=O)COc2ccc(N(C)S(=O)(=O)c3ccc(C)cc3)cc2)cc1
0 | 3 | 0 | -1 | -0.1 | 2 | 0 | -5 | 0 | 11 | COc1ccc(-n2c(SCC(=O)Nc3ccc4c(c3)OCO4)nc3c(c2=O)SCC3)cc1
0 | -7 | 4 | -6 | -0.5 | 7 | -2 | 1 | 0 | -4 | COc1cc(OC)cc(C(=O)NCC2CCCN(C(=O)c3oc(C)cc3C)C2)c1 (stereo unspecified)
-15 | -8 | 7 | 1 | -0.1 | 4 | -12 | -2 | -2 | -1 | Cc1cc2cc(CNC(=O)Nc3ccccc3)ccc2n1C
4 | 0 | -1 | 1 | -0.1 | -2 | 1 | 3 | -3 | 1 | COc1ccc(C2c3cc(OC)c(OC)cc3CCN2S(C)(=O)=O)cc1OC (stereo unspecified)
-14 | 8 | 1 | -4 | 1.1 | -1 | -15 | -3 | -2 | 4 | COc1ccc(C2Nc3ccccc3C(=O)N2c2ccccc2)cc1Cn1cc([N+](=O)[O-])cn1 (stereo unspecified)
5 | 5 | -1 | -4 | 0.3 | -11 | -2 | -2 | -1 | 0 | CN1CCN(CC(C)(C)NS(=O)(=O)c2ccccc2)CC1
-6 | 2 | 5 | -6 | 0.5 | -2 | -10 | -4 | -1 | -3 | COc1ccc(-c2nn(Cc3ccccc3)cc2C(=O)N2CCN(c3ncccn3)CC2)cc1
2 | -12 | 5 | -3 | -0.6 | 2 | 2 | 4 | -3 | -1 | O=C(NCc1ccccc1)[C@@H]1CCCN1C(=O)[C@@H]1CCCN1C(=O)c1cccs1
-3 | 4 | 0 | 1 | 0.5 | -1 | -6 | -1 | 0 | 3 | CCOc1ccc(N2C(=O)C(Cl)=C(N3CCOCC3)C2=O)cc1
3 | 0 | -2 | -2 | 0.5 | -3 | -3 | 0 | 0 | -4 | COc1cc(/C=C(\C#N)C(=O)Nc2cc(C(F)(F)F)ccc2Cl)ccc1OCC(=O)Nc1cccc(C(F)(F)F)c1
-263 | -1 | 0 | -18 | -5.1 | 2 | -257 | 3 | -4 | 1 | CCC(C)Sc1ccc(-c2nc3ccc(Cl)cn3c2NCc2ccccc2)cc1 (stereo unspecified)
5 | 14 | -1 | -1 | 1.8 | -4 | 7 | -18 | -7 | 9 | CCOc1ccc(NC2=C(OC)C(=O)c3ccccc3C2=O)cc1
0 | 7 | 2 | -3 | -0.1 | -2 | 0 | 0 | -10 | -12 | O=C(Nc1cc(S(=O)(=O)N2CCOCC2)ccc1Cl)C1CCC1
6 | -15 | -10 | 5 | 0.1 | -1 | 8 | 2 | 1 | -7 | O=C(CCN1CCCO1)N1CCCC(Nc2cccc(F)c2)C1 (stereo unspecified)
0 | -5 | -1 | -4 | 0.1 | 1 | 0 | 1 | 5 | 4 | O=S1(=O)NC[C@]23C[C@H](c4ccc(F)cc4)[C@@H](C[C@@H]21)O3
1 | 0 | -2 | -2 | 0.1 | 10 | 2 | 0 | -2 | 4 | O=C(CNC(=O)c1nc[nH]c1C(=O)NCC(=O)OCc1ccccc1)OCc1ccccc1
-1 | -2 | -2 | -2 | -0.1 | 4 | -7 | 4 | 1 | -11 | COc1ccccc1C(=O)NC(=O)CSc1nnnn1C
-4 | -5 | 2 | 1 | 0.4 | 1 | -11 | 0 | 0 | -5 | COc1ccc(S(=O)(=O)N2CCCC2CNC(=O)C(=O)NC2CCCCCC2)cc1 (stereo unspecified)
0 | -3 | 1 | 1 | 0.1 | 2 | -7 | 2 | -4 | -7 | COc1ccc(/C=N/OC(=O)Nc2ccccc2OC)cc1
-10 | -5 | 2 | -37 | 0.4 | 4 | -14 | 0 | 0 | -5 | Cc1nc(NCCO)c(C#N)c2c1COC(C)(C)C2
2 | -3 | 5 | -1 | 0.3 | -4 | 3 | -1 | -4 | 11 | CCNc1ccc(C(=O)OCC(=O)N2c3ccccc3NC(=O)C2(C)C)cc1[N+](=O)[O-]
2 | -21 | 6 | -4 | 0.6 | 7 | -2 | 3 | -2 | -3 | CCCCCCCCCCCCN1C(=O)CSC1c1cccnc1 (stereo unspecified)

3 entries drawn at random from the list so far, as already listed:
PLC-gamma1 inh | ASAP1 inh | DDE Tn6 FP inh | ADAM17 inh | KLK7 zymogen act | Tn7 DDE FP | PLCb3 inh | MBD2 DNA inh | UHRF1 MBD2 ctr | ARFGAP1 inh | SMILES
0 | 3 | 0 | -1 | -0.1 | 2 | 0 | -5 | 0 | 11 | COc1ccc(-n2c(SCC(=O)Nc3ccc4c(c3)OCO4)nc3c(c2=O)SCC3)cc1
-15 | -8 | 7 | 1 | -0.1 | 4 | -12 | -2 | -2 | -1 | Cc1cc2cc(CNC(=O)Nc3ccccc3)ccc2n1C
-1 | -9 | -7 | -1 | 0.3 | 4 | -2 | 3 | 14 | -2 | COCCN(C(=O)COC(=O)CCCc1c[nH]c2ccccc12)c1c(N)n(Cc2ccccc2)c(=O)[nH]c1=O
